rTrxR1 inhibitor: qHTS Assay for Inhibitors of Mammalian Selenoprotein Thioredoxin Reductase 1 (TrxR1): qHTS; Thioredoxin reductase 1, cytoplasmic (Rattus norvegicus), O89049; recombinant rTrxR1, NADPH fluorescence consumption, selenite substrate; Potency, µM (titrated, usually from 114 µM), without a hit: at the top dose activity change, negative = inhibition, actives largely listed as inhibitors; actives 1% (n = 390,000); note: % is set by controls: 0 for no effect and ±100 for the full control effect; nearly all actives have a fitted effect of over 65% in size
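Rat TrxR1 (90 nM in the dispensed reagent) was pre-reduced with 400 uM NADPH for 5 min at room temperature, then incubated with compound for 15 min. After 400 uM selenite was added, NADPH fluorescence (Ex 340/Em 450 nm) was followed for 8 min.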
USP1-UAF1 inh: Inhibitors of USP1/UAF1: Primary Screen. Ubiquitin carboxyl-terminal hydrolase 1 (Homo sapiens), O94782. actives 0.23% (n = 390,000). recombinant USP1/UAF1, Ub-Rhodamine cleavage fluorescence. Potency, µM (series often up to 57.1 µM), without a hit: at the top dose activity change, negative = inhibition, usual class: inhibitors; note: % is set by controls: 0 for no effect and ±100 for the full control effect; nearly all actives have a fitted effect of over 60% in size; inactives centre near -12
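High-throughput fluorogenic screen: 1nM USP1/UAF1 complex, Ub-Rho substrate 150nM final, 50mM HEPES pH 7.8 with 0.5mM EDTA, 0.1 mg/ml BSA, 1mM TCEP and 0.01% Tween-20.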
mIDH1 inhibitor: qHTS for Inhibitors of mutant isocitrate dehydrogenase 1 (IDH1): qHTS. AID 602179, 2012. IDH1-R132H enzyme, NADPH consumption, diaphorase/resazurin fluorescence. Isocitrate dehydrogenase [NADP] cytoplasmic (Homo sapiens), O75874. Potency, µM (top dose mostly 76.6 µM), inactives show at the highest dose activity change, negative = inhibition, hits mostly inhibitors. actives 0.093% (n = 390,000); note: % is set by controls: 0 for no effect and ±100 for the full control effect; nearly all actives have a fitted effect of over 65% in size
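IDH1-R132H (0.5 ug/mL dispensed) in pH 7.5 Tris buffer was preincubated 30 min with compound, then given a substrate mix of 0.016 mM NADPH and 2 mM alpha-KG for 80 min at room temperature; remaining NADPH was read by diaphorase/resazurin fluorescence.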
TrxR1 substrate: qHTS Assay for Substrates of Mammalian Selenoprotein Thioredoxin Reductase 1 (TrxR1): qHTS; AID 588456, 2011; actives 0.01% (n = 390,000); purified TrxR1 substrate turnover, NADPH consumption readout; Potency, µM (titrated, usually from 114 µM), for inactives: at the top dose activity change, negative = substrate turnover; note: % is set by controls: 0 for no effect and ±100 for the full control effect; nearly all actives have a fitted effect of over 50% in size
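Rat TrxR1, dispensed at 90 nM, was prereduced with 400 uM NADPH (final) for 5 min at ~22 deg C, then incubated with compound 15 min before 400 uM selenite. A first-read NADPH fluorescence drop versus no-compound background flagged substrates.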
RXFP1 agonist: qHTS Assay for Agonists of the Relaxin Receptor RXFP1; HEK293T-RXFP1 cAMP TR-FRET, 30 min; response scale: percent of porcine relaxin response, buffer zero; Potency, µM (highest dose often 57.5 µM), without a hit: at the top dose activation, most hits filed as activators; actives 0.3% (n = 370,000); AID 2676, 2010; note: % is set by controls: 0 for no effect and ±100 for the full control effect; nearly all actives have a fitted effect of over 60% in size; many of its hits are not listed in these tables
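HEK293T cells stably expressing RXFP1 were pretreated with the PDE4 inhibitor Ro 20174, exposed to compounds for 30 min at 37C, lysed, and cAMP was read by TR-FRET. Data normalized to buffer (basal) and 29 nM porcine relaxin (100%).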
RGS4 inh: Inhibitors of Regulator of G Protein Signaling (RGS) 4: qHTS; Transcreener GDP fluorescence polarization, RGS4-accelerated GTP hydrolysis; actives 0.039% (n = 390,000); Potency, µM (doses to about 114 µM), for the others: top-dose activity change, negative = inhibition, usual class: inhibitors; Regulator of G-protein signaling 4 (Homo sapiens), P49798; note: % is set by controls: 0 for no effect and ±100 for the full control effect; nearly all actives have a fitted effect of over 75% in size; some results filed as inactive show a strong effect at the top dose
Target sequence (P49798 whole entry, looked up): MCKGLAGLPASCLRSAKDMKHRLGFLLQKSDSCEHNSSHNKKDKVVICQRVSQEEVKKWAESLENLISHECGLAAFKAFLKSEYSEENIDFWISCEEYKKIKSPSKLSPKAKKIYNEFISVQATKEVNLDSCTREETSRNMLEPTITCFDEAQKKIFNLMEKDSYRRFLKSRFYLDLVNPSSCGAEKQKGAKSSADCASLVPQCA
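MLSMR compounds (23 nl, pin-transferred) preincubated 10 min at room temperature with a 500nM (2x) first reagent, then RGS4 at 900nM (2x) plus Transcreener GDP mix added; fluorescence polarization (620/688 nm) read before and after 90 min at 30 °C.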
Vif-APOBEC3G blk: qHTS for Inhibitors of Vif-A3G Interactions: qHTS | HeLa A3G-eYFP + Vif (tagged APOBEC3G with the HIV-1 protein that degrades it), YFP fluorescence, overnight | Potency, µM (top dose mostly 46.1 µM), for the others: at the top dose activity, negative = active, most hits filed as inhibitors | AID 602310, 2012 | actives 0.076% (n = 410,000) | DNA dC->dU-editing enzyme APOBEC-3G (Homo sapiens), Q9HC16;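 note: % is set by controls: 0 for no effect and ±100 for the full control effect; nearly all actives have a fitted effect of over 60% in size; hits raise eYFP signal because A3G escapes Vif-driven loss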
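Read-out is eYFP fluorescence (Ex 488/Em 500-530) from Vif-expressing HeLa A3G-eYFP cells; more signal means A3G escaped Vif-mediated degradation. Cells plated overnight, compound pinned in, incubated overnight at 37 deg C.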
Vif-A3F inh: qHTS for Inhibitors of Vif-A3F Interactions: qHTS | Potency, µM (highest dose often 46.1 µM), for the others: top-dose activity, negative = active | HeLa A3F-eYFP + Vif (tagged APOBEC3F with the HIV-1 protein that degrades it), YFP fluorescence increase | actives 0.2% (n = 390,000); note: % of control where 0% means no effect; nearly all actives have a fitted effect of over 65% in size
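Fluorescence increase (Ex 488/Em 500-530) after overnight compound treatment at 37 deg C flags inhibition of Vif-driven A3F-eYFP loss in stable HeLa A3F-eYFP/Vif cells seeded overnight beforehand.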
ALOX12 inh: Primary qHTS assay for inhibitors of human arachidonate 12S-lipoxygenase (ALOX12): Round 2; purified 12hLO, xylenol orange hydroperoxide absorbance; actives 1.1% (n = 580,000); Potency, µM (titrated, usually from 108 µM), for inactives: top-dose activity change, negative = inhibition, hits mostly inhibitors; Polyunsaturated fatty acid lipoxygenase ALOX12 (Homo sapiens), P18054; note: % is set by controls: 0 for no effect and ±100 for the full control effect
Target sequence (P18054 whole entry, looked up): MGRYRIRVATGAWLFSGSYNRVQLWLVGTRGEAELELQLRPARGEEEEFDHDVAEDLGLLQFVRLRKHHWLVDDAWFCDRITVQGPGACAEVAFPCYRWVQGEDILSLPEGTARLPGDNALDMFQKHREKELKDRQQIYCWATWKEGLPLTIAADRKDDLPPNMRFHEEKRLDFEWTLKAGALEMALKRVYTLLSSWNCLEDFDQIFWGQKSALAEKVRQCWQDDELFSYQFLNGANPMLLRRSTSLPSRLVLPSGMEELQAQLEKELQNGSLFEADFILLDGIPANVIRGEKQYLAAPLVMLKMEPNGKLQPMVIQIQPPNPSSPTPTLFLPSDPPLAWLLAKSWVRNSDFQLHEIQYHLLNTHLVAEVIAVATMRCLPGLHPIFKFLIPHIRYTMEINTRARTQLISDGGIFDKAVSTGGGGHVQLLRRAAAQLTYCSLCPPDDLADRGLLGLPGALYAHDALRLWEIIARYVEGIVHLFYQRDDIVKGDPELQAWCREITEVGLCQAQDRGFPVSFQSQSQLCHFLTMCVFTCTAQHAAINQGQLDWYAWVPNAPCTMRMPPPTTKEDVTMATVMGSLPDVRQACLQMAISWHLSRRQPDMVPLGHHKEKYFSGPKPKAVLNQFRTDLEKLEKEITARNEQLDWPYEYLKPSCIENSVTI
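Purified human 12hLO (150 nM final) in 25 mM Hepes, 0.01% Triton X-100, pH 7.0 was preincubated 15 min at room temperature with compound. Then 40 uM arachidonic acid was added, 30 min. Hydroperoxide was read by Fe-XO absorbance ratio 573/405 nm.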
* marks the source's active call; other numbers are inactive results; ? = inconclusive; · = not tested or not shown; & = joins results of further samples; [ ] = remark or other dose. Calls come from the whole dose curve; as a rule, active = well fitted curve in the direction sought with a large enough effect; inconclusive = small, poorly fitted or top-dose-only effect, or another doubt; inactive = no such curve, though single readings can be large; an effect the other way counts as inactive or inconclusive. Potency is the fitted concentration of half-maximal effect.

Molecule	USP1-UAF1 inh	Vif-APOBEC3G blk	ALOX12 inh	mIDH1 inhibitor	RXFP1 agonist	TrxR1 substrate	rTrxR1 inhibitor	Vif-A3F inh	RGS4 inh
Cc1cccc(CCNC(=O)C2CCC(=O)N(Cc3ccccc3F)C2)n1 (stereo not given)	-11%	2%	3%	0%	·	5%	8%	5%	1%
O=C(O)CCc1ccc(-c2ccc(Br)cc2)n1-c1cccc(O)c1	-5%	-5%	?	-9%	6.0%	-7%	-33%	0%	-35%
NS(=O)(=O)c1ccc(CCNCc2cc(Cl)ccc2OCc2ccccc2)cc1	-8%	-6%	-9%	8%	0.7%	-1%	23%	-6%	39%
CCc1ccccc1NC(=O)CCC(=O)OCC(=O)c1ccc(-c2ccccc2)cc1	-17%	0%	-6%	1%	6.1%	-5%	-2%	1%	16%
Clc1ccc(OCc2nn3c(-c4ccco4)nnc3s2)cc1	-20%	0%	-33%	1%	1.4%	8%[57.1 µM]	-42%	6%	-22%[11.4 µM]
Nc1nc(-c2ccco2)nn1S(=O)(=O)c1ccc(Cl)cc1	4%	-4%	3%	-2%	0.1%	-1%[57.1 µM]	22%[57.1 µM]	-3%	8%
COc1cccc(NC(=O)CSc2ccc3nnc(CCNC(=O)c4ccccc4)n3n2)c1	-10%	2%	-2%	7%	12%	-1%	23%	-8%	21%
O=C(CC1Oc2ccccc2NC1=O)NCc1ccc(F)cc1 (stereo not given)	-15%	1%	-17%	-4%	-2.2%	5%	3%	1%	18%
CCCCCCNC(=O)c1cc(S(=O)(=O)N2CCc3ccccc32)ccc1F	-5%	0%	?	0%	4.8%	-1%	19%	2%	47%
CS(=O)(=O)c1ccc(C(=O)NC2CCCCC2)cc1	9%	4%	3%	-1%	-3.0%	-3%	-5%	-7%	1%
Cc1cc(C)c(S(=O)(=O)Nc2ccccn2)c(C)c1	-9%	0%	1%	-9%	-1.4%	7%	22%	-8%	-14%
O=c1[nH]cnc2scc(-c3ccc(F)cc3)c12	-20%	4%	0%&18%	8%	1.0%	-1%	9%	2%	10%
O=[N+]([O-])c1cccc(N(CC(O)CN2CCCCC2)S(=O)(=O)c2ccccc2)c1 (stereo not given)	-9%	-1%	8%	11%	-1.7%	4%[57.1 µM]	16%[57.1 µM]	-1%	12%
COc1cc(/C=N/NC2=NC(C)(C)Cc3ccccc32)cc(OC)c1OC	-14%	0%	50%	13%	-2.1%	-1%[57.1 µM]	11%[57.1 µM]	13%	2%
CCc1ccc(Nc2nnc(-c3cc4cc(OC)ccc4oc3=O)s2)cc1	-4%	2%	-28%	-18%	-0.4%	-5%[57.1 µM]	14%[57.1 µM]	0%	28%
O=C(/C(=C/O)N=Nc1ccccc1)c1cccs1	-15%	-18%	-13%	8%	-1.4%	-9%	25%[57.1 µM]	-10%	-21%
COc1cccc(CNC(=O)Cn2cc3c(n2)-c2c(oc(C(=O)N4CCCC4)c2C)CC3)c1OC	?	-4%	-13%	6%	4.6%	-6%	-6%	6%	-13%
COc1ccc(NS(=O)(=O)c2cccc(NC(=O)c3ccccn3)c2)cc1	-9%	3%	16%	5%	0.5%	-3%	-1%	5%	-16%
CCOc1cc(N2CCOCC2)c(OCC)cc1NC(=O)COC(=O)CCn1c(C)csc1=O	-8%	0%	7%	-3%	0.4%	-7%	-5%	-9%	-5%
CCOc1ccc(NC(=S)C(C#N)=C2N(C)c3ccccc3N2C)cc1	-21%	4%	?	-6%	0.2%	-8%	-30%	1%	-25%
CC(=O)c1cccc(NC(=O)Cn2c(-c3cncs3)nc3ccccc32)c1	-25%	-1%	-4%	19%	4.0%	0%	7%	-2%	13%
Cc1nn(C)cc1CNC(=O)Nc1ccc(Cl)cc1	-6%	1%	2%	6%	-3.7%	-1%	-1%	-12%	-29%[56.9 µM]
N#CCC(=O)Nc1ccc(C(=O)OCC(=O)C23CC4CC(CC(C4)C2)C3)cc1	-11%	-1%	14%	4%	-1.3%	-14%	-11%	-25%	9%
CN(C)c1ccc(CNC(=O)CCCn2ccc3cc(S(=O)(=O)N4CCCC4)ccc32)cc1	-18%	-4%	-36%	1%	4.1%	1%	18%	6%	-16%
Cc1ccnc(N/C=C/C(=O)c2ccc(Br)cc2)c1	-24%	-12%	0%	8%	0.7%	6%	-8%	?	2%
CCOC(=O)c1cc(-c2ccco2)nc2c1c(C)nn2CCC#N	-16%	-2%	?	-8%	4.9%	49%	?	8%	-42%

One compound at a time, as listed above. Values in the order: USP1-UAF1 inh	Vif-APOBEC3G blk	ALOX12 inh	mIDH1 inhibitor	RXFP1 agonist	TrxR1 substrate	rTrxR1 inhibitor	Vif-A3F inh	RGS4 inh
Entry for CC(=O)c1cccc(NC(=O)Cn2c(-c3cncs3)nc3ccccc32)c1 → -25%	-1%	-4%	19%	4.0%	0%	7%	-2%	13%
Entry for Cc1nn(C)cc1CNC(=O)Nc1ccc(Cl)cc1 → -6%	1%	2%	6%	-3.7%	-1%	-1%	-12%	-29%[56.9 µM]

Fetched by compound from the list above (3):
Molecule	USP1-UAF1 inh	Vif-APOBEC3G blk	ALOX12 inh	mIDH1 inhibitor	RXFP1 agonist	TrxR1 substrate	rTrxR1 inhibitor	Vif-A3F inh	RGS4 inh
CN(C)c1ccc(CNC(=O)CCCn2ccc3cc(S(=O)(=O)N4CCCC4)ccc32)cc1	-18%	-4%	-36%	1%	4.1%	1%	18%	6%	-16%
CC(=O)c1cccc(NC(=O)Cn2c(-c3cncs3)nc3ccccc32)c1	-25%	-1%	-4%	19%	4.0%	0%	7%	-2%	13%
Cc1cc(C)c(S(=O)(=O)Nc2ccccn2)c(C)c1	-9%	0%	1%	-9%	-1.4%	7%	22%	-8%	-14%

Screening data deposited in PubChem BioAssay by National Center for Advancing Translational Sciences (NCATS).

An excerpt; the hit share may differ from the screen's.
